# STK33 inh: human STK33 kinase inhibition; inhibition, % at 10 µM; AID 2661; purified STK33, MBP phosphorylation, ADP-Glo luminescence; Q9BYT3; actives 0.073% (n = 320,000);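 active = inhibition at or above 25%, using the most active replicate where run in duplicate; inactive = inhibition below 25%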
# KCNQ2 inh: KCNQ2 channel blockers in CHO-K1 cells – cell-based, FluxOR thallium flux, B-score, primary screen (AID 2156) | 20 min; stronger effect = lower value | B-score at 10 µM | actives 1.1% (n = 310,000);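 active = fluorescence ratio B-score at most minus 3 library SDs, with starting brightness B-score within 2 library SDs, cut at about -5.5 in these data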
# Target sequence (O88943 whole entry, looked up): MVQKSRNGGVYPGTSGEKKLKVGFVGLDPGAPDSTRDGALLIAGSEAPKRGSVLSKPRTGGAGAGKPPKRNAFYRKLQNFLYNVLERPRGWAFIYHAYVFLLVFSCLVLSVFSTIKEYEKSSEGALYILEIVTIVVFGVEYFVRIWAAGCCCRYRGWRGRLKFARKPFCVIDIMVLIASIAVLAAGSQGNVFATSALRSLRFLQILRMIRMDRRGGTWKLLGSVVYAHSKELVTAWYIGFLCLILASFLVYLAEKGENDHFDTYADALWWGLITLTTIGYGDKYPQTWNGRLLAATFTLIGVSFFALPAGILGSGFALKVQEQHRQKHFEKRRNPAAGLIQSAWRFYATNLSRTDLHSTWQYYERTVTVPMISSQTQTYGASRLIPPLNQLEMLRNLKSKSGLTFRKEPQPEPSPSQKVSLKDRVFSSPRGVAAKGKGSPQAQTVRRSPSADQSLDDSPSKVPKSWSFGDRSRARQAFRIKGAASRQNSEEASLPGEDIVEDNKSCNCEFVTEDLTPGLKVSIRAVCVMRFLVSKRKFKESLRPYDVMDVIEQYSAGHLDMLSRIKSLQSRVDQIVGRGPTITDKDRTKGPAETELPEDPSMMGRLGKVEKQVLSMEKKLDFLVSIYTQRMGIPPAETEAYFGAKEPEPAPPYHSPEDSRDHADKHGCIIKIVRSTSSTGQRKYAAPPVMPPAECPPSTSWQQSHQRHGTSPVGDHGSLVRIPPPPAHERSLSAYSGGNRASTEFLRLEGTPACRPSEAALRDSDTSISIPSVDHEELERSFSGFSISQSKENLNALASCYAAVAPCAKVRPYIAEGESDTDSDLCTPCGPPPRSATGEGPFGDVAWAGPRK
# OX1R FRET antag: OX1R (human) antagonism | actives 1.8% (n = 330,000) | OX1R-expressing cells, FRET antagonist read-out | AID 485270 | O43613 | inhibition, % at 6.6 µM; in the data active = inhibition mostly above about 38%, no sharp cut-off; inactive = mostly below about 40%;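 also: 0% = agonist challenge alone and 100% = reference antagonist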
# * hit, by the source's call; i = inactive; · = no result given. No enrichment for hits, and some 2.7% of all compounds hit somewhere here.
# Start of the listing, in advance, six compounds:
SMILES,STK33 inh,KCNQ2 inh,OX1R FRET antag
O=C1CN(C(=O)N[C@@H](Cc2ccccc2)C(=O)N[C@@H](Cc2ccccc2)C(=O)O)c2ccccc2N1,5.3,i,19
O=C(CSc1ncnc2sccc12)N1CCN(C(=O)c2cccs2)CC1,-0.9,·,9
Cn1c(=O)n(C)c(=O)n(CC(=O)N2CCCCC2)c1=O,-0.8,i,16
CS(=O)(=O)N1CCN(C(=O)c2cc(-c3cccnc3)nc3ccc(Cl)cc23)CC1,0.1,i,22
NC(=O)N/N=C/c1coc2ccc3ccccc3c2c1=O,-1.7,i,11
COc1ccccc1C(=O)N/C(=C/c1cccc([N+](=O)[O-])c1)C(=O)Nc1cccc(C(=O)O)c1,-1.6,i,22

# Main list, from the first entry:
SMILES,STK33 inh,KCNQ2 inh,OX1R FRET antag
O=C1CN(C(=O)N[C@@H](Cc2ccccc2)C(=O)N[C@@H](Cc2ccccc2)C(=O)O)c2ccccc2N1,5.3,i,19
O=C(CSc1ncnc2sccc12)N1CCN(C(=O)c2cccs2)CC1,-0.9,·,9
Cn1c(=O)n(C)c(=O)n(CC(=O)N2CCCCC2)c1=O,-0.8,i,16
CS(=O)(=O)N1CCN(C(=O)c2cc(-c3cccnc3)nc3ccc(Cl)cc23)CC1,0.1,i,22
NC(=O)N/N=C/c1coc2ccc3ccccc3c2c1=O,-1.7,i,11
COc1ccccc1C(=O)N/C(=C/c1cccc([N+](=O)[O-])c1)C(=O)Nc1cccc(C(=O)O)c1,-1.6,i,22
CS(=O)(=O)c1cccc(C(=O)NC(c2ccccc2)c2ccccc2)c1,-1.2,i,12
CC1CCCCN1CCNC(=O)C1CCCN(S(=O)(=O)c2cccc3nsnc23)C1 (stereo not given),0.7,i,46*
Cc1nc(SCC(=O)Nc2c(C)n(C)n(-c3ccccc3)c2=O)[nH]c(=O)c1C,0.6,i,0
O=C(CSc1nncn1-c1ccccc1)NC1CCCC1,-3.2,i,5
CC(=O)c1cc(F)c(N2CCCCCC2)cc1C,-1.6,i,22
Cc1nnsc1C(=O)NC(C)c1ccccc1 (stereo not given),-1.0,i,5
Cc1cc(SCC(=O)OC(C)C(=O)N(C)c2ccccc2)nc2ccccc12 (stereo not given),-0.6,i,38*
Cc1ccc(S(=O)(=O)Cc2ccc(C(=O)N3CCN(c4ccc(F)cc4)CC3)o2)cc1,-1.1,i,15
CC(=O)/C(=C\N(C)C)Sc1ccc(Cl)cc1,-0.4,i,9
Cc1ccc(NC(=O)Cn2cnc3c(cnn3C(C)(C)C)c2=O)cc1,0.6,i,7
COc1ccc(NC(=S)Nc2ccc(OC(F)F)cc2)cn1,-0.3,i,17
CCOC(=O)[C@H]1[C@H]2COc3ccc(C)cc3[C@@H]2N2C(=O)c3ccc(F)cc3NC(=O)[C@@]12C,-1.0,·,25
COc1ccc(C(=O)NC2CCN(C(=O)NCc3ccccc3)CC2)cc1,-1.1,i,22
Cc1c(NC(=O)c2ccccc2N(C)S(=O)(=O)c2ccccc2)c(=O)n(-c2ccccc2)n1C,-3.4,i,41*
O=C(NC1CCCC1)C(c1cccs1)N(C(=O)c1ccco1)c1ccc2c(c1)OCO2 (stereo not given),-2.3,i,2
COC(=O)c1ccc(C)c(NC(=O)Cc2coc3cc(OC)ccc23)c1,-1.7,i,9
CCc1ccc2c(c1)C(c1ccc([N+](=O)[O-])cc1)=NNC(c1ccccc1)=N2,-0.6,i,11
Nn1c(SCC(=O)Nc2c(F)cc(F)cc2Br)nnc1C1CCCCC1,-0.6,i,4
O=C1NC[C@@H](c2ccccc2)OC(=O)[C@@H](Cc2ccc(F)cc2)C/C=C\C[C@@H]1CC(=O)N(CCO)Cc1ccccc1,-0.3,·,12

# Ordered by formula weight (smallest number first): 3 of the compounds above
SMILES,STK33 inh,KCNQ2 inh,OX1R FRET antag
Cc1nnsc1C(=O)NC(C)c1ccccc1 (stereo not given),-1.0,i,5
CS(=O)(=O)c1cccc(C(=O)NC(c2ccccc2)c2ccccc2)c1,-1.2,i,12
CCOC(=O)[C@H]1[C@H]2COc3ccc(C)cc3[C@@H]2N2C(=O)c3ccc(F)cc3NC(=O)[C@@]12C,-1.0,·,25

# (list continues)
SMILES,STK33 inh,KCNQ2 inh,OX1R FRET antag
COCCn1c(N2CCN(c3ccc(OC)cc3)CC2)nc2c1c(=O)[nH]c(=O)n2C,-4.1,i,10
Cc1cc(C(C)(C)C)cc(C)c1CCNC(=O)c1ccc[n+]([O-])c1,-1.4,i,7
COc1ccc(C(=O)CCC(=O)N2CCN(c3ccccc3)CC2)cc1,·,i,6
O=C(NCCc1c[nH]c2ccccc12)/C(=C/c1cccnc1)NC(=O)c1ccccc1,0.0,i,13
COc1ccc(-c2noc(CSc3nc(N)cc(=O)[nH]3)n2)cc1,-0.4,i,10
CCCCSc1nc2ccccc2n1CC(=O)O,0.0,i,19
Nc1ccc2c(c1)sc1ccccc12,0.5,i,7
CCOc1ccc2[nH]c3c(NCCN(CC)CC)ncnc3c2c1,0.5,i,-7
C(=C\c1ccccc1)/CNCC1CCCO1 (stereo not given),0.0,i,5
Cc1ccc(C(=O)N(CC(C)C)c2nc3ccccc3s2)o1,-2.4,i,9
Cc1ccc(N(CCC#N)C(=O)COC(=O)c2nc3nc(C)cc(C)n3n2)cc1,-0.4,i,2
O=C(COc1ccc(F)cc1Cl)Nc1ccc(S(=O)(=O)Nc2nccs2)cc1,-0.3,i,16
O=C(Cc1coc2ccc3ccccc3c12)Nc1nnc(C2CC2)s1,-0.4,i,1
O=C(O)c1cccc2c1C(=O)N(C1CCCC1)C2,-2.0,i,0
COc1ccc(/C=C(\C#N)c2c[nH]c3ccccc23)cc1,5.6,i,27
Cc1ccc(N(C(=O)c2csnn2)C(C(=O)NC2CCCC2)c2cccnc2)cc1 (stereo not given),-0.7,i,22
Clc1ccc(CN(CC2CCCO2)C(c2cccs2)c2nnnn2C2CCCC2)cc1 (stereo not given),-0.1,i,16
Cc1ccsc1C1CC(=O)NC2=C1C(=O)CC(C)(C)C2 (stereo not given),0.0,i,4
CCOC(=O)C1=C(C)NC2=C(C(=O)C(C(=O)OCC)C(c3cccc(OC)c3)C2)C1c1ccccn1 (stereo not given),-1.4,i,13
COc1ccccc1CNC(=O)C1CCCN(S(=O)(=O)c2cccc3nsnc23)C1 (stereo not given),0.8,i,28
COC(=O)c1ccccc1NC(=O)CSc1n[nH]c(CC(C)C)n1,0.2,i,45
CCCCNC(=O)CCCCCNS(=O)(=O)c1ccc(Br)cc1,-2.2,i,10
O=C(NCCN1CCOCC1)c1cc2n(n1)C(C(F)(F)F)CC(c1ccc(F)cc1)N2 (stereo not given),-0.7,i,10
COCCn1c(SCC(=O)Nc2ccccc2OC)nnc1-c1ccco1,1.9,i,5
CCOc1ccc(C(=O)NC2CCN(CC(=O)NCc3cccs3)CC2)cc1,1.2,i,-4
SMILES,STK33 inh,KCNQ2 inh,OX1R FRET antag
COc1ccc(-c2nc(NC(C)=O)sc2-c2ccc(OC)cc2)cc1,-0.6,i,8
O=C(OCCN1CCCCC1)c1ccc(Cl)cc1,-1.4,i,7
O=C(CSCc1ccccc1)Nc1nccs1,-0.3,i,27
COC(=O)C(Cc1ccccc1)NC(=O)CC(C)CC(=O)Nc1ccc(C)cc1 (stereo not given),-2.0,i,-7
CC1CCCC(NC(=O)CN(C)CC(=O)Nc2cccc(F)c2)C1C (stereo not given),1.6,·,6
CC(C)COc1ccc(CNC(=S)N/N=C/c2ccc([N+](=O)[O-])cc2)cc1,2.0,i,16
CCOc1ccc(-c2nc(CSc3nnc(N)s3)cs2)cc1OC,·,i,29
Clc1ccc(N=NN2CCOCC2)cc1,-2.0,i,8
COC(=O)Nc1c(-c2ccccc2)nc2ccccn12,-0.5,i,8
CCOC(=O)CNC(=O)N1CCCC(CNS(=O)(=O)Cc2ccccc2)C1 (stereo not given),0.2,i,17
COc1ccc(Cl)cc1NC(=S)N(CCN1CCOCC1)C1CCN(C(C)=O)CC1,-3.1,i,13
COc1ccc(NC(=O)CSc2ncn(-c3ccccc3)n2)cc1Cl,0.1,i,12
CNC(=O)c1csc(-c2cccs2)n1,-0.2,i,7
Cc1cc(NC(=O)CSc2nnc(C3CC3)n2Cc2ccccc2)no1,0.9,i,10
CNC(=S)NNC(=O)c1sc2cc(C(F)(F)F)cnc2c1-c1ccccn1,-0.8,i,23
O=c1ccc(/C=C/c2ccccc2)nn1Cc1ccc(F)cc1,0.2,i,51
O=c1[nH]c(C2CCCN(S(=O)(=O)Cc3ccccc3)C2)nc2c1nnn2Cc1cccc(Cl)c1 (stereo not given),0.8,i,13
COc1ccc(C)cc1S(=O)(=O)N1CCN(C(=O)c2ncoc2-c2cccc(C)c2)CC1,0.3,i,23
CCOC(=O)Nc1nnc(-c2ccccc2OC)s1,0.7,i,26
COc1cccc(NC(=O)CN(C)C(=O)c2cccnc2Nc2cccc(C(F)(F)F)c2)c1,-1.1,·,24
COc1ccccc1C(CNC(=O)c1ccc(S(=O)(=O)N2CCCCC2)cc1)N(C)C (stereo not given),0.3,·,-1
COc1ccccc1CNS(=O)(=O)c1ccc(-c2cc(C)no2)cc1,2.3,i,66*
c1ccc(CNn2nnnc2-c2ccccc2)cc1,0.1,i,10
CSc1ccc(/C=C(/NC(=O)c2ccco2)C(=O)NCc2ccco2)cc1,0.0,i,·
O=C(Nc1ccc(N=Nc2ccccc2)c(NC(=O)C2CCCO2)c1)C1CCCO1 (stereo not given),-2.0,i,25
SMILES,STK33 inh,KCNQ2 inh,OX1R FRET antag
CO/C=C/C#CC1(O)CCN(C)CC1,0.2,i,2
CCOc1cc(/C=C2/C(=O)ON=C2C)cc(Br)c1O,1.8,i,-2
COc1ccc(C)cc1S(=O)(=O)N(C)CC(=O)NCc1ccccn1,-3.0,i,11
Cc1cccc(OCCCCN2CCNCC2)c1,6.6,i,9
CCn1cc(Br)c(C(=O)NC(=S)Nc2ccc(C(=O)OC)cc2)n1,-0.1,i,19
COc1ccc(-c2c([C@H]3[C@H]4C=CC[C@@H](C)[C@@H]4C(=O)N3Cc3ccccc3)ccc3ccccc23)cc1OC,-2.4,i,39
CC(C)(C)NC(=O)c1cc2c(ccc3ccccc32)oc1=O,0.0,i,11
Cc1ccccc1CSc1nnc(Cn2c(=O)sc3ccccc32)n1C,-1.3,i,14
O=[N+]([O-])c1ccc(CSc2nnc(SCc3ccc(Cl)cc3)s2)cc1,-2.5,i,15
C/C(CS(=O)(=O)c1ccccc1)=N\O,-0.7,i,-2
Cc1ccc(C(C(=O)NC(C)(C)C)N(Cc2ccc3c(c2)OCO3)C(=O)c2ccc(CN3CCOCC3)o2)o1 (stereo not given),0.0,i,25
Cc1cc(C)c(OCC(=O)OCC(=O)NNC(=O)c2ccccc2F)c(C)c1,-0.2,·,8
N#C/C(=C\c1ccccc1)c1n[nH]c(Cn2cncn2)n1,-0.9,i,11
COc1ccc(S(=O)(=O)N(C)CC(=O)NCCN2CCOCC2)cc1,-0.8,i,6
CCOC(=O)CSc1nc2c(sc(=S)n2Cc2ccco2)c(=O)n1-c1ccccc1,0.0,i,18
COC(=O)c1ccccc1NC(=O)C1COc2ccccc2O1 (stereo not given),0.0,i,26
CCOC(=O)c1cccc(NC(=O)CCNS(=O)(=O)c2cc(Br)cnc2N)c1,0.1,i,63*
CCN(C[C@H]1N[C@@](CC)(C(=O)OC)[C@H]2C(=O)N(Cc3ccccc3)C(=O)[C@@H]12)S(=O)(=O)c1ccc(F)cc1,-0.9,·,10
O=C(Nc1ccccn1)C1CCN(C(=O)c2ccc(F)cc2)CC1,·,i,19
COCC(C)Nc1ncnc2c1cnn2-c1ccc(Cl)cc1 (stereo not given),1.4,i,34
c1ccc(C2=Nc3cccnc3C(c3ccccc3)=NN2)cc1,-1.4,i,9
COCCNC(=O)C1CCN(S(=O)(=O)c2c(C)noc2/C=C/c2cccs2)CC1,-3.5,i,20
C=CC[C@@H](CC(=O)N(CCO)Cc1ccccc1)C(=O)N[C@H](C)COC(=O)[C@@H](CC=C)Cc1ccc(F)cc1,-1.7,·,12
COc1cccc(NC(=O)Cn2c(=O)n(C)c(=O)c3sc4c(c32)COC(C)(C)C4)c1,0.0,i,11
O=c1c2c(-c3ccc(Cl)cc3)csc2ncn1/N=C/c1cccc([N+](=O)[O-])c1O,-2.5,i,30
SMILES,STK33 inh,KCNQ2 inh,OX1R FRET antag
COc1ccc(C(=O)C2CCCN(C3Cc4ccccc4C3)C2)cc1OC (stereo not given),0.0,i,9
O=C(c1coc(=O)c2ccccc12)N1CCN(Cc2ccccc2)CC1,-0.6,i,1
CCN(CC)S(=O)(=O)c1ccc(-c2nnc(SCC(=O)Nc3ccc4c(c3)OCO4)o2)cc1,-1.0,i,4
Cc1cc(C(=O)CN2C(=O)C(=O)N(CCC3=CCCCC3)C2=O)c(C)n1C,-0.6,·,6
CSC1=NCCN1C(=O)c1c(F)cccc1Cl,0.8,i,15
COC(=O)Nc1cc(C)n(-c2ccccc2)n1,-1.5,i,5
COC(=O)/C=C/c1oc2ccccc2c1C,0.3,i,21
NC(=O)c1ccc(NC(=O)c2ccc3c(c2)CCN3S(=O)(=O)c2ccccc2)cc1,-3.3,i,5
N#C/C(=C\c1cn(CC(=O)N2CCCC2)c2ccccc12)C(=O)NCc1ccc2c(c1)OCO2,0.0,i,22
Cc1cccc(N2CCN(CC(=O)Nc3ccccc3[N+](=O)[O-])CC2)c1C,2.0,i,18
O=C(O)c1ccc(NC(=S)NCc2ccccc2)cc1,-0.4,i,7
CCN(CC(=O)NCc1ccc(F)cc1)C(=O)C1CC1C (stereo not given),0.2,i,24
Cc1ccc(-c2cc(-c3ccccc3[N+](=O)[O-])[nH]n2)c(O)c1,-1.4,i,2

# Whole records from above:
# Shown for O=C(O)c1ccc(NC(=S)NCc2ccccc2)cc1 : STK33 inh = -0.4; KCNQ2 inh = i; OX1R FRET antag = 7
# Shown for COC(=O)/C=C/c1oc2ccccc2c1C : STK33 inh = 0.3; KCNQ2 inh = i; OX1R FRET antag = 21
